Source: PubChem
IL1B NFkB pot – enhancers of NFkB p65 translocation in HUVEC – imaging, IL-1B stimulus, high-content imaging, primary screen | HUVEC IL-1B NFkB p65 nuclear translocation imaging | activation, % at 2 µM | 94,000 tested, 0.3% active | AID 819, 2007;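 active = activation above 40%, about the mean plus 3 SD, also judged a hit on visual image review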;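 also: percent activation is computed from the nuclear over cytoplasmic p65 intensity ratio; values of inactives mirror those of a sister screen read the other way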
Bcl-B displacement – displacers of TR3 peptide from Bcl-B, primary screen, selectivity assay for Bfl-1 inhibitor project, biochemical, fluorescence polarization. 96,000 tested, 0.11% active. AID 748, 2007. displacement, % at 20 µM; hits with a dose series show IC50 in µM. FP displacement of FITC-TR3 peptide from Bcl-B; higher % means a stronger effect;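 active = displacement above 50% at 20 µM plus a fluorescence interference ratio under 1.5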;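 also: plate controls were wells without compound for no effect and wells lacking Bcl-B protein for full effect; a part of the inactive calls stands beside numbers as strong as those of hits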
IL1B NFkB inh – inhibitors of IL-1B driven NFkB p65 nuclear import, primary screen, imaging, HUVEC, IL-1B stimulus, high-content imaging; HUVEC IL-1B NFkB p65 nuclear translocation imaging; inhibition, % at 2 µM; 94,000 tested, 0.43% active; AID 796, 2007;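 active = inhibition above about 30% together with a positive call from visual inspection of the well image, limit read from the data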;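 also: nuclear over cytoplasmic p65 intensity ratio measured by imaging; 0% = IL-1B stimulated DMSO wells and 100% = unstimulated DMSO wells; values of inactives mirror those of a sister screen read the other way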
PLAP inhibition – PLAP enzyme inhibitors, biochemical, luminescence, HTS (AID 690). Alkaline phosphatase, placental type (Homo sapiens). purified PLAP, luminescent substrate; higher % means a stronger effect. one-dose inhibition, % at 20 µM; IC50 in µM for titrated hits. 96,000 tested, 0.08% active; in the data active = a potency from the dose series; inactive = the rest, 99 in 100 with inhibition below about 30%; also: strong numbers were not always called active
MRP reversal – reversal of MRP1-mediated doxorubicin resistance, primary screen, H69AR cells, doxorubicin co-treatment; AID 602, 2007; H69AR cells + 2 uM doxorubicin, CellTiter-Glo, 72 h; differential viability (reversal), % at 10 µM; 85,000 tested, 0.04% active;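 active = viability drop by adding the cancer drug above about 55%, with treated viability meeting a 40% cutoff, limit read from the data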;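 also: viability without doxorubicin minus viability with 2 µM doxorubicin for each compound; larger differential means the compound sensitizes cells more to doxorubicin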
MRP reversal cytotoxicity – also measured in MRP reversal; calls as there; viability, %; H69AR cells, CellTiter-Glo, 72 h; measured here: cytotoxicity without doxorubicin
MRP reversal with doxorubicin – second read-out of MRP reversal, no call of its own (marks repeat the call); viability, %; measured here: viability with 2 uM doxorubicin; hits give low values
IL1B NFkB inh cell count 2 µM – second read-out of IL1B NFkB inh, no call of its own (marks repeat the call); cell count; measured here: cells passing quality filter;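 raw number of nuclei counted in each imaged well without normalization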
IL1B NFkB pot cell count 2 µM – further read-out of IL1B NFkB pot, marked with its call; cell count; measured here: cells passing quality filter
Starred values were filed as active, the others as inactive; . = not tested or not shown. These rows are one share of the data. The share of hits here may be higher or lower than overall.

SMILES | IL1B NFkB pot | IL1B NFkB pot cell count 2 µM | Bcl-B displacement | IL1B NFkB inh | IL1B NFkB inh cell count 2 µM | PLAP inhibition | MRP reversal | MRP reversal cytotoxicity | MRP reversal with doxorubicin
CCN1C(=O)CC(N2CCN(c3ccc(C(=O)c4ccncc4)cc3)CC2)C1=O (configuration not stated) | -6.0 | 140 | 9.0% | 6.0 | 140 | -23.6% | -8.6 | 82.2 | 90.8
O=C(Nc1nnc(-c2ccccc2)o1)C1CCCCC1 | -14.8 | 163 | -0.6% | 14.8 | 163 | -9.4% | -16.0 | 64.5 | 80.6
N#Cc1nc(N2CCOCC2)nc(N2CCOCC2)n1 | 11.1 | 141 | 6.2% | -11.1 | 141 | -8.8% | -5.5 | 86.8 | 92.2
FC(F)(F)C12CC(c3ccccc3)=NCCN1CCN2 (configuration not stated) | 22.8 | 136 | 44.2% | -22.8 | 136 | -57.0% | 4.9 | 94.3 | 89.4
Cc1cnc(C)c(N2CCC(C(=O)NC(C)c3cccs3)CC2)n1 (configuration not stated) | -2.4 | 79 | 0.9% | 2.4 | 79 | -47.6% | . | . | .
Cc1ccc(Cc2cnc(NC(=O)c3ccco3)s2)cc1 | 3.5 | 202 | -1.1% | -3.5 | 202 | -5.1% | -10.6 | 41.2 | 51.8
COCCNS(=O)(=O)c1ccc2c(c1)oc(=O)c1cc(S(=O)(=O)NCCOC)ccc12 | 14.3 | 62 | -8.6% | -12.0 | 62 | -41.6% | 11.6 | 102.2 | 90.6
C=CCn1c(SCC(=O)Nc2ccccc2)nnc1-c1cccc(S(=O)(=O)N2CCOCC2)c1 | 17.2 | 189 | 9.7% | -17.2 | 189 | -61.5% | 9.5 | 82.8 | 73.3
CCC(NC(=S)NCc1ccccc1)C(=O)O (configuration not stated) | 8.9 | 161 | 7.1% | -8.9 | 161 | -26.4% | 16.7 | 98.4 | 81.8
O=C(Nc1cnn(Cc2ccc(F)cc2)c1)c1cc(-c2cccs2)on1 | 3.6 | 115 | -14.8% | -3.6 | 115 | -2.7% | 12.1 | 110.7 | 98.6
O=C(c1ccc(S(=O)(=O)N2CCOCC2)cc1)N(c1ccccc1)C1C=CS(=O)(=O)C1 (configuration not stated) | 15.5 | 113 | -2.2% | -15.5 | 113 | 6.2% | 4.0 | 97.0 | 93.0
O=C1CN=C(Nc2ccccc2Cl)N1Cc1ccc2c(c1)OCO2 | 2.6 | 80 | . | -2.6 | 80 | . | 17.8 | 102.9 | 85.1
COc1cccc(NC(=O)C(NCC(C)(C)CN(C)C)c2ccccc2)c1 (configuration not stated) | 8.4 | 162 | 1.1% | -8.4 | 162 | -51.2% | . | . | .
OC(COc1ccccc1)Cn1cc(Br)cn1 (configuration not stated) | 27.9 | 147 | 0.0% | -27.9 | 147 | 13.8% | 18.1 | 109.3 | 91.1
Cc1csc(NC(=O)CN(C)S(=O)(=O)c2cccc3cccnc23)n1 | 6.6 | 208 | 10.0% | -6.6 | 208 | -10.6% | -5.6 | 88.0 | 93.6
Cc1cccc(CSc2ncnc3nc[nH]c23)c1 | . | . | 4.1% | . | . | -119.2% | -7.3 | 86.3 | 93.7
Cc1cc(C)nc(NS(=O)(=O)c2ccc(NC(=O)c3cccs3)cc2)n1 | 13.3 | 62 | -6.4% | -13.4 | 62 | -17.8% | 18.2 | 102.7 | 84.4
CCN(CC)CCCNC(=O)C1c2ccccc2C(=O)N(C)C1c1ccc(OC)cc1 (configuration not stated) | 17.8 | 187 | 4.2% | -17.8 | 187 | -14.9% | 9.2 | 104.2 | 95.0
CCC(C(=O)NC1CCCC1)N(C(=O)Cn1nnc(-c2cccs2)n1)c1cnc2ccccc2c1 (configuration not stated) | 12.9 | 148 | -0.3% | -12.9 | 148 | -6.1% | -14.6 | 45.0 | 59.5
CC1(C(=O)O)CCC(C(=O)NC2CCCCCC2)C1(C)C (configuration not stated) | 27.0 | 117 | 7.7% | -27.0 | 117 | -3.3% | 6.2 | 81.5 | 75.3
CCCOc1ccc(N2C(=O)CC(NCCCN3CCC(C(N)=O)CC3)C2=O)cc1 (configuration not stated) | 1.1 | 123 | . | -1.1 | 123 | . | -8.1 | 89.4 | 97.5
O=C(NCc1ccco1)c1ccccc1NS(=O)(=O)c1ccc2c(c1)OCCO2 | 4.2 | 118 | -1.5% | -4.3 | 118 | -18.9% | -1.3 | 85.1 | 86.4
Cc1nn(-c2ccccc2)c2sc(-c3nnc(SCC(=O)O)o3)cc12 | 0.5 | 144 | -0.3% | -0.5 | 144 | -55.0% | 6.1 | 78.1 | 72.0
Cc1cccc(N=Nc2c(N)n[nH]c2-c2ccc(Cl)cc2)c1 | 7.9 | 137 | 3.1% | -7.9 | 137 | 4.9% | . | . | .
O=C(Nc1cccc2nsnc12)c1ccc(-c2cccc(Cl)c2)o1 | -2.1 | 165 | -48.1% | 2.1 | 165 | -1.2% | . | . | .
COC(=O)c1ccc(NC(=O)C2C3CCC(C3)C2C(=O)O)cc1 (configuration not stated) | 4.5 | 181 | -5.4% | -4.5 | 181 | -8.5% | 6.7 | 88.9 | 82.2
COc1ccc(F)cc1CN1CCN(C(=O)CCC(=O)Nc2nnc(C(C)C)s2)CC1 | 18.2 | 132 | 2.2% | -18.2 | 132 | -64.5% | 15.1 | 96.7 | 81.7
CCCCn1c(NC(C)CC)nc2c1c(=O)[nH]c(=O)n2C (configuration not stated) | 2.6 | 133 | 1.1% | -2.6 | 133 | 3.7% | -1.4 | 84.0 | 85.4
CC1(C)CC(=O)C2=C(C1)N(Cc1cccnc1)C(=O)C2(NC(=O)C1CC1)C(F)(F)F (configuration not stated) | 13.3 | 158 | -1.3% | -13.4 | 158 | 5.1% | -2.6 | 83.5 | 86.1
Cc1cc(C)cc(NC(=O)N2CCCC2C(=O)Nc2ccc(-n3cnnn3)cc2)c1 (configuration not stated) | 9.9 | 135 | -0.5% | -9.9 | 135 | 6.7% | . | . | .
Cc1[nH]c2ccc(C(=O)O)cc2c1C | 0.3 | 177 | -7.4% | -0.3 | 177 | -18.4% | 1.6 | 96.3 | 94.7
CCOc1ccc(C(=O)Nc2ccc3c(c2)OCCO3)cc1OC | 9.6 | 100 | -5.8% | -9.6 | 100 | -1.4% | 8.2 | 75.7 | 67.5
COc1ccccc1NC(=O)Cn1cc(C#N)c2ccccc21 | 15.2 | 180 | -1.4% | -15.2 | 180 | -2.6% | -6.4 | 48.3 | 54.8
Nc1nc(N2CCOCC2)nc2ccccc12 | 23.2 | 134 | 7.2% | -23.2 | 134 | -4.7% | -0.8 | 98.2 | 99.1
Cc1csc(SCC(=O)Nc2cc(C(C)(C)C)nn2-c2ccccc2)n1 | . | . | -7.3% | . | . | -66.2% | -6.3 | 92.7 | 99.0
Cc1occc1C(=O)NCCCc1ccccc1 | 32.0 | 181 | -4.7% | -32.0 | 181 | -11.9% | 9.3 | 101.9 | 92.6
O=C(c1cc(F)c(F)cc1Cl)N1CCCCC1 | 18.1 | 77 | -6.5% | -18.1 | 77 | 8.9% | -6.3 | 92.4 | 98.7
COc1cccc(CNc2ccc(F)c(Cl)c2)c1OC | . | . | 6.6% | . | . | 14.7% | 10.1 | 103.0 | 92.9
COc1cc(C(=O)NCCc2cn3ccc(C)cc3n2)cc(OC)c1OC | 3.9 | 35 | -0.5% | -3.9 | 35 | -20.4% | 3.5 | 86.8 | 83.3
CCOC(=O)c1cccc(NC(=O)CSc2nnc(COc3ccc(Cl)cc3)o2)c1 | 12.3 | 126 | 0.2% | -12.3 | 126 | 19.1% | -1.8 | 97.3 | 99.0

2 compounds from above, reduced to PLAP inhibition, IL1B NFkB inh and Bcl-B displacement:
| compound | PLAP inhibition | IL1B NFkB inh | Bcl-B displacement |
| --- | --- | --- | --- |
| Cc1cccc(N=Nc2c(N)n[nH]c2-c2ccc(Cl)cc2)c1 | 4.9% | -7.9 | 3.1% |
| O=C(Nc1cccc2nsnc12)c1ccc(-c2cccc(Cl)c2)o1 | -1.2% | 2.1 | -48.1% |

New compounds follow:
SMILES | IL1B NFkB pot | IL1B NFkB pot cell count 2 µM | Bcl-B displacement | IL1B NFkB inh | IL1B NFkB inh cell count 2 µM | PLAP inhibition | MRP reversal | MRP reversal cytotoxicity | MRP reversal with doxorubicin
O=C(NCN1CCc2ccccc2C1)c1ccccc1 | 22.0 | 138 | -0.8% | -22.0 | 138 | -1.2% | 6.9 | 100.0 | 93.1
COc1cccc(OCc2nnc(SCC(=O)NCc3ccco3)n2C)c1 | -0.4 | 162 | -3.1% | 0.4 | 162 | -7.2% | -1.4 | 96.2 | 97.6
Cc1ccc(-c2nnc3n2N=C(c2ccc(Br)cc2)CS3)cc1 | -11.0 | 196 | 13.4% | 11.0 | 196 | 3.2% | -6.8 | 6.1 | 12.9
CC(=O)NC1CCN(C(=O)N2CCCC2)CC1 | 33.5 | 66 | 4.0% | -33.5 | 66 | 3.3% | -1.6 | 100.7 | 102.4
COCCn1c(Cc2ccccc2)nnc1SCC(=O)N1CCCCC1C (configuration not stated) | 7.3 | 151 | 0.4% | -7.3 | 151 | -46.5% | 15.0 | 101.5 | 86.5
O=C(CCSc1ccc(Cl)cc1)N1CCOCC1 | 3.6 | 121 | . | -3.6 | 121 | . | -2.0 | 92.6 | 94.5
CCNC(=S)NNC(=O)c1cccnc1 | 9.9 | 126 | . | -9.9 | 126 | . | -0.9 | 90.8 | 91.7
Cc1cc(=O)oc2cc(OC(C)C(=O)Nc3ccc(N4CCOCC4)cc3)ccc12 (configuration not stated) | -22.6 | 165 | -4.5% | 22.6 | 165 | -8.0% | . | . | .
CN1CCN(c2ncccc2S(=O)(=O)N2CCCCC2)CC1 | 26.1 | 148 | . | -26.1 | 148 | . | -1.2 | 87.4 | 88.6
Cc1cc(-c2ccccc2)nc2[nH]n(-c3ccccc3)c(=O)c12 | 0.7 | 97 | 20.8% | -0.7 | 97 | 1.0% | 2.9 | 93.8 | 90.9
COc1ccc(OC)c(NC(=O)c2cnn(-c3ccccc3Cl)c2NC(=O)c2ccco2)c1 | 6.1 | 149 | 10.1% | -6.1 | 149 | -35.1% | 5.9 | 74.8 | 68.9
Cc1ccc2nc(NC3=NCN(Cc4cccnc4)CN3)nc(C)c2c1 | . | . | -1.2% | . | . | -20.7% | -17.4 | 66.6 | 84.0
Cc1sc(NC(=O)c2ccc(Br)s2)c(C(N)=O)c1C | -3.8 | 142 | -6.1% | 3.8 | 142 | 4.7% | -3.9 | 50.4 | 54.2
CCN(CCCNC(=O)CCNC(=O)Cn1ccc2ccccc2c1=O)c1ccccc1 | 4.6 | 134 | -2.0% | -4.6 | 134 | -58.2% | 4.2 | 94.5 | 90.3
COc1ccc(C2CC2/C(C)=N/OC(=O)c2cccs2)cc1 (configuration not stated) | . | . | -13.3% | . | . | -26.7% | -5.6 | 93.2 | 98.8
COc1cc2c(cc1OC)C(c1ccc(-c3ccccc3Cl)o1)=NCC2 | -7.0 | 79 | 22.4% | 7.0 | 79 | -48.5% | -5.4 | 29.5 | 34.9
CCOC(=O)c1ccc(Nc2cc(C)nc3ncnn23)cc1 | . | . | -36.6% | . | . | -95.3% | 5.6 | 92.5 | 86.9
CC(=O)Nc1ccc(NS(=O)(=O)C(F)(F)F)cc1 | 29.7 | 109 | -5.0% | -29.7 | 109 | 9.7% | . | . | .
CCN(CC)CCCN1C(=O)C(O)=C(C(=O)c2sc(C)nc2C)C1c1ccc(C)o1 (configuration not stated) | . | . | 4.1% | . | . | -17.9% | 5.4 | 100.5 | 95.1
CC1(C)Cc2c(c(N3CCCC3)[nH]c(=S)c2C#N)CO1 | -8.6 | 120 | 2.6% | 8.6 | 120 | -14.0% | -19.2 | 76.8 | 96.1
Cc1ccc(-c2nnn(CC(=O)NCCC3=CCCCC3)n2)cc1 | -5.6 | 118 | . | 5.6 | 118 | . | 0.0 | 92.3 | 92.3
